Mot1-301 SUMO = blocks SUMOylation pathway, rescuing yeast Mot1-301 growth. S. cerevisiae Mot1-301 growth rescue, ATP luminescence, 38.5C; percent above DMSO median, 100 means doubled. growth rescue, % at 18.8 µM. 320,000 tested, 1% active. AID 2716;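 active = every valid replicate shows activation above 250% relative to neutral control wells; inactive = the rest, any valid replicate at or below 250%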;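 also: OY570 slx delta 5 strain wells were the positive control but not used for scaling; some compounds called inactive have numbers as strong as hits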
DSG3 Ab inh = human desmoglein-3 autoantibody binding inhibition. P32926. 310,000 tested, 0.48% active. DSG3-coupled beads, scFv-anti-DSG3-GFP binding, flow cytometry; stronger effect = lower value. binding (percent of control), % at 10 µM;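 active = binding more than 3 SD below its plate's average and above zero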;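 also: hits lower antibody fragment binding to DSG3; some compounds called inactive have numbers as strong as hits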
Target sequence (P32926 whole entry, looked up, the tested form may be a part): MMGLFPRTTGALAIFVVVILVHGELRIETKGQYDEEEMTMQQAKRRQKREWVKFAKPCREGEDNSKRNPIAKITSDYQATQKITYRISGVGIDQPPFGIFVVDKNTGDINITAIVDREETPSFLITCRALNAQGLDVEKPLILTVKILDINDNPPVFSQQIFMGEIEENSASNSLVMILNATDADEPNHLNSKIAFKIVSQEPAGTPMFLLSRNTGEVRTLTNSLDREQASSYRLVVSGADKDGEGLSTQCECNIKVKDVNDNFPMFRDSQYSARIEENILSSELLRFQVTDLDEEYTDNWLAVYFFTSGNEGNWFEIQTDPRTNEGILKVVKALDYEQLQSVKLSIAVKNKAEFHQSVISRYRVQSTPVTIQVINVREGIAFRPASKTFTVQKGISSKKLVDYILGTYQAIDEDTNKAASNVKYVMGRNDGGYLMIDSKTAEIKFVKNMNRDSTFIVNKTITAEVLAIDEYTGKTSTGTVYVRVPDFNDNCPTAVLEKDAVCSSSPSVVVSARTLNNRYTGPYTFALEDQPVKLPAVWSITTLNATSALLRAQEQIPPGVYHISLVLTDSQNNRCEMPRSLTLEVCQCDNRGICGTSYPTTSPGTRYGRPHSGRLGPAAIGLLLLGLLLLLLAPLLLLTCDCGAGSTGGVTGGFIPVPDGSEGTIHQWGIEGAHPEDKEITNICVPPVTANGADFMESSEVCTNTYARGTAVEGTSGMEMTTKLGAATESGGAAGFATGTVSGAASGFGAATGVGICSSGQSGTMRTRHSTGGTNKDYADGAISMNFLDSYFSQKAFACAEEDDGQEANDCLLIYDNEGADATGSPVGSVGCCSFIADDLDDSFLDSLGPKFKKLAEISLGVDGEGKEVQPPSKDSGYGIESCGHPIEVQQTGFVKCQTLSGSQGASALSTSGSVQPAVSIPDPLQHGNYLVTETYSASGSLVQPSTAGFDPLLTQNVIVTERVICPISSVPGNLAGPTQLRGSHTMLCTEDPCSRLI
Ecoli viability = counter-screen for AddAB inhibitors: E. coli growth inhibition. E. coli V3065 growth, OD600 absorbance, 18 h. inhibition, % at 11.9 µM. 330,000 tested, 0.27% active;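 active = inhibition above the campaign's mean inhibition across all tested compounds plus 3 SD, cut at about 9.9% in these data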;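 also: uninfected addAB+ strain grown without phage in ampicillin broth; 0% = DMSO wells and 100% = ciprofloxacin 0.95 µg/ml wells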
PfHsp90 yeast 2 = reduces growth (ATP signal) of yeast expressing P. falciparum Hsp90 | S. cerevisiae expressing PfHsp90, BacTiter-Glo ATP, 48 h; yeast lacking PDR1 and PDR3 efflux regulators | inhibition, % at 9.4 µM | 310,000 tested, 0.32% active | AID 504621;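 active = every replicate shows inhibition above about 80%, whatever the replicate mean, limit read from the data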;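 also: 0% = DMSO neutral controls and 100% = 20 µM radicicol positive controls; yeast relying on Plasmodium falciparum Hsp90 in place of its own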
AddAB inh = less growth of phage-infected E. coli with AddAB | E. coli expressing H. pylori AddAB, absorbance growth | inhibition, % at 11.9 µM | 330,000 tested, 0.29% active | AID 435030; in the data active = inhibition above about 12%;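 also: 0% = vehicle wells of infected cells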
phage Ecoli inh = E. coli growth loss with phage present. growth absorbance. inhibition, % at 11.9 µM. 360,000 tested, 0.26% active. AID 651602; in the data active = inhibition above about 11%
OPRM1-OPRD1 ag = agonists of human mu-delta opioid receptor heterodimerization. P35372+P41143. activation, % at 9.3 µM. 340,000 tested, 0.3% active. cells, OPRM1-OPRD1 heterodimerization, luminescence; in the data active = activation above about 18%;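 also: 0% = vehicle-treated cells and 100% = reference agonist; values of inactives mirror those of a sister screen read the other way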
PKA-R1A act = PKA-R1A complex activation; PKA-R1A dissociation, Cy5-IP20 fluorescence polarization; scaled: DMSO 0%, 113 µM cGMP 100%; activation, % at 11.4 µM; AID 504707; 340,000 tested, 0.083% active;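 active = percent activation above the mean of all tested compounds plus 3 SD, cut at about 19% in these data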;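 also: higher means more PKAc released from R1A so a rise in polarization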
MOR-DOR inv ag = mu-delta opioid heterodimer inverse agonism; P35372+P41143; cell-based MOR-DOR heterodimer luminescence; inhibition, % at 9.3 µM; 340,000 tested, 0.21% active; in the data active = inhibition above about 22%, passing the limit was not always enough;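 also: 0% = cells with DMSO and 100% = wells without cells with DMSO; values of inactives mirror those of a sister screen read the other way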
HTR5A ag ctr = HTR5A agonism, opioid heterodimer counter-screen. P47898. 340,000 tested, 0.61% active. activation, % at 9.3 µM. HTR5A agonist assay, luminescence, cell-based. AID 504692; in the data active = activation mostly above about 9.5%, no sharp cut-off; inactive = mostly below about 7.6%;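 also: 0% = cells with vehicle only and 100% = reference agonist; strong numbers were not always called active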
HTR5A inv ctr = counter-screen for OPRM1-OPRD1 inverse agonists: human HTR5A inverse agonism | P47898 | HTR5A cell line, luminescence | inhibition, % at 9.3 µM | 340,000 tested, 0.083% active | AID 504634; in the data active = inhibition mostly above about 23%, no sharp cut-off; inactive = mostly below about 18%;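 also: 0% = cells with DMSO and 100% = no-cell wells with DMSO; some compounds called inactive have numbers as strong as hits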
Active calls of the source: *; / = no result given.

molecule	Mot1-301 SUMO	DSG3 Ab inh	Ecoli viability	PfHsp90 yeast 2	AddAB inh	phage Ecoli inh	OPRM1-OPRD1 ag	PKA-R1A act	MOR-DOR inv ag	HTR5A ag ctr	HTR5A inv ctr
CN(C(=O)CS(=O)(=O)c1cn(CC(=O)N2CCCCC2)c2ccccc12)c1ccccc1	2.8	110.6	3.7	-8.9	1.4	1.4	-1.1	4.2	3.5	3.5	6.0
CCN1CCN(CCC(=O)Nc2ccc(Br)cc2)CC1	-29.1	99.2	-0.2	-1.5	4.5	1.0	-1.2	-7.4	6.5	-3.2	-17.4
Cc1ccc(NC(=O)CN2C(=O)S/C(=C/c3ccncc3)C2=O)cc1	3.2	/	-0.3	32.3	0.7	1.2	0.9	3.1	-5.2	3.2	-11.8
O=C(CSc1nn(-c2ccc(F)cc2)c(=S)s1)NC1CCS(=O)(=O)C1 (stereo unspecified)	-2.5	104.8	-1.9	25.1	2.5	6.0	-1.0	10.7	5.0	-3.2	15.5
CSCCC(NC(=O)c1ccccc1)C(=O)NCc1ccco1 (stereo unspecified)	7.1	122.2	-2.2	-0.3	1.1	1.1	-0.3	3.4	1.3	-2.8	15.8
CCCn1c(N)c(NCCN2CCOCC2)c(=O)n(CC(=O)NCc2ccccc2)c1=O	/	98.1	1.9	-3.2	0.7	2.2	-3.3	2.4	16.7	2.4	-20.9
CCCc1[nH]nc2c1C(c1ccccc1OC)C(C#N)=C(N)O2 (stereo unspecified)	157.9	99.9	0.6	/	-1.0	5.0	0.5	0.3	-2.7	3.7	-36.7
COc1ccc(NS(=O)(=O)c2cc(NC(=O)c3ccc(C)s3)ccc2N2CCOCC2)cc1	-4.8	90.5	0.9	7.5	0.7	0.9	-0.8	0.4	3.9	-1.9	-11.3
c1ccn2c(c1)nc1c2nc2ccccn21	-19.5	100.4	-0.7	24.1	1.8	0.8	-0.8	0.1	4.5	0.7	-15.4
O=C1OCC2=C1C(c1ccccc1)CC(=O)N2c1cccc(F)c1 (stereo unspecified)	4.1	98.0	-0.5	19.9	0.8	0.4	0.9	-4.3	-4.3	1.0	6.0
CC1(C2CC2)NC(=O)N(CC(=O)Nc2ccc(Cl)c([N+](=O)[O-])c2)C1=O (stereo unspecified)	-7.4	99.5	0.9	/	0.6	3.4	-3.7	1.4	14.4	0.1	-0.2
O=C(Nc1cccnc1)c1ccc(-c2ccccc2)cc1	-1.4	86.2	0.1	/	1.3	1.8	0.4	-13.7	-2.6	2.8	-7.5
Cc1nc2nc[nH]n2c(=O)c1NS(C)(=O)=O	-7.9	94.1	2.5	-3.8	1.6	0.9	-1.6	9.4	8.8	0.1	-0.1
COCCNC(=O)C1CCC(CNS(=O)(=O)c2c(C)cc(C)cc2C)CC1 (stereo unspecified)	28.9	102.9	1.9	7.8	0.3	-0.5	-2.2	-5.2	9.9	-2.0	6.9
Cc1cccc(C(=O)N2N=C(c3ccc(NS(C)(=O)=O)cc3)CC2c2cccs2)c1 (stereo unspecified)	-0.3	94.9	-0.8	5.9	0.0	1.6	-4.9	-17.7	22.1	2.1	-7.9
CCOC(=O)c1c(CC(C)C)csc1NC(=O)CCl	208.6	92.6	-1.0	-87.5	0.0	1.3	4.4	5.7	-24.9	5.4	-5.9
COc1ccc(F)c(-c2nc(CN3CCC(c4ccccc4)CC3)c(C)o2)c1	236.6	108.4	-3.2	-14.0	-2.5	1.8	2.8	-5.3	-13.9	-0.4	-16.8
COc1ccc(/C=N/NC(=O)c2ccc(O)cc2)cc1CN1CCCc2ccccc21	-1.8	100.5	-0.4	19.3	4.0	0.5	1.3	-4.0	-7.2	6.6	-22.5
CC(C)n1c(NCc2cccs2)nc2ccccc21	-1.1	103.4	0.0	-0.9	2.2	3.5	-1.3	5.6	7.1	-0.3	1.0
CCOc1ccc(S(=O)(=O)N2CCN(C(=O)c3ccc(C)c(S(=O)(=O)N4CCOCC4)c3)CC2)cc1	-13.6	96.7	2.1	0.5	-0.2	1.5	1.2	9.7	-5.3	-1.0	2.5

Additional results
molecule	Mot1-301 SUMO	DSG3 Ab inh	Ecoli viability	PfHsp90 yeast 2	AddAB inh	phage Ecoli inh	OPRM1-OPRD1 ag	PKA-R1A act	MOR-DOR inv ag	HTR5A ag ctr	HTR5A inv ctr
CCC(=O)N1CCN(c2ccc(Cl)cc2NC(=O)c2cccc([N+](=O)[O-])c2)CC1	-8.8	103.6	1.3	-23.0	0.8	-0.5	-1.0	2.1	5.0	4.0	-11.3
COc1ccc(N2CCN(c3nc4ccccn4c(=O)c3C=O)CC2)cc1	46.4	101.0	0.9	4.0	3.9	4.0	-3.1	-6.5	15.7	-0.1	-14.9
O=C(NC12CC3CC(CC(C3)C1)C2)c1cncc(Br)c1	35.1	97.3	-0.9	17.6	5.1	-0.1	0.2	-9.5	-1.8	0.8	-13.4
COc1ccc(N2CCN(C(=O)c3ccc4nc(N5CCCCC5)sc4c3)CC2)cc1	-13.4	107.4	3.1	-4.6	3.8	-3.2	-2.2	4.5	11.2	-3.4	9.4
COc1ccccc1C=NNc1nc(C)cc(=O)[nH]1	/	96.0	/	-9.5	/	4.2	-3.7	-11.6	18.8	1.3	-4.9
COc1ccccc1NC(=O)COc1cccnc1[N+](=O)[O-]	23.4	104.8	1.0	/	1.5	3.3	-2.4	1.7	10.3	-1.1	2.8
O=C(Nc1nc(-c2cccs2)cs1)c1cccc(S(=O)(=O)N2CCCCCC2)c1	424.6	99.7	-0.4	-2.0	-0.3	4.1	0.7	-5.3	-4.3	2.7	20.0
COc1ccc(Br)c(C(=O)Nn2c(C)nc3ccccc3c2=O)c1	2.1	86.2	-1.1	12.2	-0.9	0.8	-2.5	-8.3	14.0	-1.6	8.6
O=C1c2ccccc2C(Nc2ccccc2)N1c1cccnc1 (stereo unspecified)	-8.7	99.1	-0.8	-2.6	-0.2	2.5	-1.3	2.6	7.5	-3.7	-35.2
Cc1cc(C(=O)N2CCCC(N3CCN(c4cccc(Cl)c4)CC3)C2)nc(C)n1 (stereo unspecified)	-9.7	109.1	3.7	-59.8	1.5	1.4	-0.1	-3.8	0.4	-6.5	16.5
COCCCN1CC23C=CC(O2)C(C(=O)O)C3C1=O (stereo unspecified)	-13.3	113.2	0.0	-11.2	2.9	2.3	-0.1	-3.2	0.5	3.4	-8.9
CCCn1cnc2c(cnn2-c2ccc(F)cc2)c1=O	-27.8	105.5	1.0	3.0	-0.1	1.2	-1.7	0.5	9.0	2.2	-6.2
Cc1cc(OCC(=O)NCc2ccncc2)ccc1Cl	10.8	89.4	0.9	/	3.9	5.2	-0.4	-9.3	2.5	2.5	-16.5
O=S(=O)(c1ccc(Cl)c(NC(=S)N/N=C/c2c(F)cccc2F)c1)N1CCOCC1	-2.4	97.8	-1.5	-5.5	5.5	1.5	2.6	-0.5	-17.9	3.4	13.5
CC(OC(=O)c1ccc2ccccc2c1)C(=O)N(C)Cc1ccccc1 (stereo unspecified)	18.4	/	0.2	3.8	-0.2	2.9	-1.7	-19.2	6.3	-0.3	4.8
NNC(=O)c1cncc(Br)c1	-1.0	97.8	1.6	-11.4	1.9	1.2	/	/	/	/	/
O=C(O)c1ccc(N2C(=O)/C(=C\c3ccccc3)N=C2c2ccccc2)cc1	-9.8	95.5	-1.3	-24.8	0.0	1.8	-3.4	-7.0	18.2	-5.1	-1.6
CC1CN(c2nc(-c3ccc(Br)cc3)nnc2-c2ccccc2)CC(C)N1 (stereo unspecified)	/	101.6	-0.5	62.6	2.8	2.6	3.7	-6.3	-19.3	3.3	10.9
CN(C)c1ccc(/C=N\NC(=S)SCN2C(=O)C3CCC(C)(C2=O)C3(C)C)cc1 (stereo unspecified)	44.8	/	14.6*	-20.8	7.2	4.1	6.2	-6.7	-33.5	-0.8	11.1
COc1ccc(S(=O)(=O)Cc2ccc(C(=O)NC3CCCCC3)o2)cc1	-6.4	85.6	1.0	1.8	2.0	-0.2	-0.1	-4.7	0.5	1.8	-5.7
O=C(NCCCCCCCCNC(=O)c1cccc2ccccc12)c1cccc2ccccc12	/	93.3	/	5.9	/	3.3	-4.1	0.8	18.1	2.3	-8.7
Cc1ccccc1C(=O)Nc1ccc(O)c2c(=O)cc(-c3ccccc3Cl)oc12	-8.2	99.0	-0.5	5.1	1.9	1.9	-3.1	-2.1	17.9	0.4	-3.5
CC(=O)OC1C2CCC1C([N+]1(C)CCCCC1)CC2 (stereo unspecified)	-3.2	100.4	0.5	0.5	2.6	4.1	-0.5	1.0	2.7	-0.1	0.3

Grouped by structure: the entries above with a thiophene ring, fused or not (five)
molecule	Mot1-301 SUMO	DSG3 Ab inh	Ecoli viability	PfHsp90 yeast 2	AddAB inh	phage Ecoli inh	OPRM1-OPRD1 ag	PKA-R1A act	MOR-DOR inv ag	HTR5A ag ctr	HTR5A inv ctr
COc1ccc(NS(=O)(=O)c2cc(NC(=O)c3ccc(C)s3)ccc2N2CCOCC2)cc1	-4.8	90.5	0.9	7.5	0.7	0.9	-0.8	0.4	3.9	-1.9	-11.3
Cc1cccc(C(=O)N2N=C(c3ccc(NS(C)(=O)=O)cc3)CC2c2cccs2)c1 (stereo unspecified)	-0.3	94.9	-0.8	5.9	0.0	1.6	-4.9	-17.7	22.1	2.1	-7.9
CCOC(=O)c1c(CC(C)C)csc1NC(=O)CCl	208.6	92.6	-1.0	-87.5	0.0	1.3	4.4	5.7	-24.9	5.4	-5.9
CC(C)n1c(NCc2cccs2)nc2ccccc21	-1.1	103.4	0.0	-0.9	2.2	3.5	-1.3	5.6	7.1	-0.3	1.0
O=C(Nc1nc(-c2cccs2)cs1)c1cccc(S(=O)(=O)N2CCCCCC2)c1	424.6	99.7	-0.4	-2.0	-0.3	4.1	0.7	-5.3	-4.3	2.7	20.0

Screening results (PubChem)
